ARFGAP1 inh – inhibitors of rat ARFGAP1 GAP activity, primary screen, biochemical, fluorescence polarization, GDP tracer | ADP-ribosylation factor GTPase-activating protein 1 (Rattus norvegicus), Q62848 | Arfgap1-stimulated ARF1 GTP hydrolysis, GDP FP detection | inhibition, % at 16.5 µM | 0.26% of 360,000 active | AID 651572, 2012;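 active = inhibition above a per-plate limit, mean inhibition of low control wells plus 3 SD, cut at about 25% in these data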;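 note: 0% = DMSO wells with enzyme and 100% = wells lacking Arfgap1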
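System: truncated rat Arfgap1 GAP domain / Medium: HEPES-based buffer, pH 7.5 / Also added: N-terminally truncated human ARF1-GTP substrate / Incubation: enzyme reaction 120 min at 25 °C after 20 min preincubation / Measured by: FP of antibody-bound GDP Alexa 633 tracer, ex 620/em 688 nm / Replicates: singlicate, each compound tested once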
UHRF1 binding – UHRF1 methylated DNA binding inhibitors, primary screen, counter-screen for MBD2 inhibitor project, biochemical, TR-FRET, human UHRF1, single concentration. E3 ubiquitin-protein ligase UHRF1 (Homo sapiens), Q96T88. UHRF1 binding to methylated oligo. inhibition, % at 4.4 µM. 0.75% of 370,000 active. AID 687016, 2013; in the data active = inhibition above about 21%;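 note: UHRF1 SRA domain binding a hemimethylated CpG hairpin DNA probe; 0% = median of test compound wells and 100% = reference inhibitor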
ASAP1 inh – inhibitors of human ASAP1 ArfGAP activity, primary screen, biochemical, fluorescence polarization | AID 624377, 2012 | inhibition, % at 16.5 µM | 0.19% of 360,000 active | ASAP1-stimulated ARF1 GTP hydrolysis, GDP FP detection | Arf-GAP with SH3 domain, ANK repeat and PH domain-containing protein 1 (Homo sapiens), …; in the data active = inhibition above about 25%;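 note: 0% = vehicle with enzyme and substrate and 100% = no enzyme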
sPLA2-III inh – human group III sPLA2 inhibitors, primary screen, biochemical, QFRET, BODIPY PC-A2 liposome substrate; QFRET BODIPY PC-A2 liposome hydrolysis, fluorescence; inhibition, % at 12.2 µM; 0.56% of 370,000 active; AID 743126, 2013;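 active = inhibition above mean plus 3 SD of compounds lying within the high and low control bounds, cut at about 19% in these data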;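 note: 0% = median of test compound wells and 100% = no enzyme DMSO wells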
Rev-erbA mod – modulators of Rev-erb alpha DNA binding, primary screen, biochemical, FITC-DNA, fluorescence polarization, uHTS; Rev-erbα–FITC-DNA binding, 90 min; activity, % at 10 µM; 0.79% of 370,000 active; AID 1259318, 2017;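 active = activity above about 14%, limit read from the data; passing the limit was not always enough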;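 note: 0% = DMSO wells with 35 nM protein and 100% = DMSO wells with 750 nM protein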
DDE Tn6 FP inh – inhibitors of Tn6 peptide binding to fibrin DD(E), primary screen, biochemical, fluorescence polarization, human fibrin, Tn6 probe. Fibrinogen beta chain (Homo sapiens), P02675. Fibrin DD(E) TRITC-Tn6 fluorescence polarization displacement. inhibition, % at 8.3 µM. 0.21% of 370,000 active;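 active = inhibition above a per-campaign cutoff: mean of compounds within control limits plus 3 SD, cut at about 15% in these data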;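 note: 0% = median of all compound wells on the plate and 100% = blocking peptide control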
KLK7 zymogen act – proKLK7 zymogen activators, primary screen, biochemical, fluorescence intensity | 0.9% of 370,000 active | Kallikrein-7 (Homo sapiens), P49862 | activation, % at 7 µM | AID 652039, 2013 | purified proKLK7, EDANS-DABCYL substrate fluorescence; 100% is mature enzyme control, 0% vehicle;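 active = activation above the mean of all tested compounds plus 3 SD, computed per campaign excluding outliers beyond control limits, cut at about 13% in these data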
PLC-gamma1 inh – PLC-gamma1 enzyme inhibitors, primary screen, biochemical, fluorescence, purified enzyme | 1-phosphatidylinositol 4,5-bisphosphate phosphodiesterase gamma-1 (Homo sapiens), P19174 | fluorogenic substrate | inhibition, % at 12.2 µM | 0.84% of 370,000 active | AID 720700, 2013; in the data active = inhibition above about 9.5%
Target sequence (P19174 whole entry, looked up): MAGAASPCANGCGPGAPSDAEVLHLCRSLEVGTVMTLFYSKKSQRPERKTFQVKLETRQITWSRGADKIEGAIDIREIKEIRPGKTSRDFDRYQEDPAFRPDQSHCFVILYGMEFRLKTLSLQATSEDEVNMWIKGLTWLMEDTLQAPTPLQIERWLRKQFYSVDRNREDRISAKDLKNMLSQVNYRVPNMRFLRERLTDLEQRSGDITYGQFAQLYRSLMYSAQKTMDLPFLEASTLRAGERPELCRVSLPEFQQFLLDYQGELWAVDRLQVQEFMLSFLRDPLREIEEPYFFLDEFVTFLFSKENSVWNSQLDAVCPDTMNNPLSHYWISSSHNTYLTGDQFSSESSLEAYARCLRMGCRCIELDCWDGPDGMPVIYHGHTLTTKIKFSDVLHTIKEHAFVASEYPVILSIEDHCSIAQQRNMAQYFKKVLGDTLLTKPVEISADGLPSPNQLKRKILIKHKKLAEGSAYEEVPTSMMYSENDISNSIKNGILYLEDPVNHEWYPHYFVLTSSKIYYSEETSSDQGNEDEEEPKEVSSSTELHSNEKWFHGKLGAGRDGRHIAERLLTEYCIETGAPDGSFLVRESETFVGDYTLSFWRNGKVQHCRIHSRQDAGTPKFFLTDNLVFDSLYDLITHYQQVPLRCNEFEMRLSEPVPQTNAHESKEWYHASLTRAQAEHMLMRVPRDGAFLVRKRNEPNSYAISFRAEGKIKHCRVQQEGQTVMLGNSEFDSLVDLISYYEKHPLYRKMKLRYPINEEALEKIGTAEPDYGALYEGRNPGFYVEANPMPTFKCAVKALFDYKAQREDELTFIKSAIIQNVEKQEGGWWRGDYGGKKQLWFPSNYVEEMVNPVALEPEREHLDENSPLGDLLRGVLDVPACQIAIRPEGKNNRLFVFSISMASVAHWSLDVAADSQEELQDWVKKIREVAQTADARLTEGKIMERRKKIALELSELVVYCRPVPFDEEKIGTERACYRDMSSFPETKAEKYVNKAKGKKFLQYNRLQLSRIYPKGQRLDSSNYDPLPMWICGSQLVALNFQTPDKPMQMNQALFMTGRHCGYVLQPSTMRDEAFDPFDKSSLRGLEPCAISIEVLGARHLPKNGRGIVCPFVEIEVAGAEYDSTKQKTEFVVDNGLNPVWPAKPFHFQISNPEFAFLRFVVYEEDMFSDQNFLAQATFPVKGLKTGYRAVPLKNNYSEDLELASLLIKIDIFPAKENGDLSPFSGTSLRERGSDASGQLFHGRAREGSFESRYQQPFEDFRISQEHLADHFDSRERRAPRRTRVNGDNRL
DDE Tn7 FP inh – inhibitors of Tn7 peptide binding to fibrin DD(E), primary screen, biochemical, fluorescence polarization, human fibrin, Tn7 probe | Fibrinogen beta chain (Homo sapiens), P02675 | FP displacement of FITC-Tn7 peptide from fibrin DD(E); 0% = median of compound wells per plate | inhibition, % at 8.3 µM | 0.13% of 370,000 active;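 active = inhibition above the mean of compounds falling within the control limits plus 3 SD of them, cut at about 14% in these data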;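 note: 0% = plate median of compound wells and 100% = 10 µM Aha-Tn7 peptide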
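system = human fibrin DD(E) protein | quantity = DD(E) 2 µM final | medium = Tris/NaCl/CaCl2 buffer, pH 7.8 | also added = labelled Tn7 tracer, 0.1 µM | compound dosing = single point at 8.3 µM | timing = compound with protein 10 min, then 3 h after probe, room temperature | signal = FP measurement | benchmarks = Aha-Tn7 high control | repeats = one replicate per compound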
PLCb3 inh – human PLC-beta3 inhibitors, primary screen, biochemical, fluorescence; Purified PLC-beta3, fluorogenic substrate; 1-phosphatidylinositol 4,5-bisphosphate phosphodiesterase beta-3 (Homo sapiens), Q01970; inhibition, % at 12.2 µM; 0.18% of 370,000 active; AID 720704, 2013; in the data active = inhibition above about 11%;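 note: 0% = median of compound wells on plate and 100% = full blocker control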
An asterisk follows results filed as active; i = inactive; · = not tested or not shown.

SMILES	ARFGAP1 inh	UHRF1 binding	ASAP1 inh	sPLA2-III inh	Rev-erbA mod	DDE Tn6 FP inh	KLK7 zymogen act	PLC-gamma1 inh	DDE Tn7 FP inh	PLCb3 inh
CC(=O)Nc1ccc(NC(=O)[C@H](C)NC(=O)c2ccco2)cc1	6	0	-3	4	1	-3	-0.5	0	-3	-5
Cc1cc2c(cc1S(=O)(=O)Nc1cccc(C)c1C)n(C)c(=O)c(=O)n2C	3	1	14	-4	6	-4	1.3	-10	1	-12
COc1ccccc1CNC(=O)CSc1ccsc1[N+](=O)[O-]	0	-2	0	1	3	10	-0.7	2	-3	2
CSc1cccc(NC(=O)C2CCCN(S(=O)(=O)c3cnc[nH]3)C2)c1 (configuration not stated)	2	-1	-6	-20	-5	-8	-0.5	-2	1	2
CCOC(=O)NC(Cc1c[nH]c2ccccc12)C(=O)NCCc1ccc(S(N)(=O)=O)cc1 (configuration not stated)	10	-1	8	-35	-2	5	0.5	-1	-5	-13
COc1ccc(CNC(=O)C(c2cccs2)N(C(=O)c2csnn2)C2CC2)cc1 (configuration not stated)	18	0	2	0	1	9	0.5	-1	0	-1
COc1ccc(/C=N/NC(=O)c2nc(-c3ccccc3)n(-c3ccccc3)n2)cc1	3	-2	-10	-6	5	-7	-0.3	-2	-5	0
CSC1=NCCN1C(=O)c1ccc(Br)o1	13	0	1	6	-6	1	-0.6	-3	5	-3
Cc1nn(Cc2ccc(Cl)cc2)c(C)c1NC(=O)Cn1nc([N+](=O)[O-])c(Cl)c1C	4	5	-5	7	0	-15	0.1	-1	1	-3
O=C(/C=C/Sc1ccccc1)c1ccc(Cl)cc1	11	1	7	4	-1	9	-0.1	4	6	4
CCN(CC)C(=O)Cn1ccc(NC(C)=O)nc1=O	-5	-3	0	8	-1	1	0.5	2	2	-6
COc1ccc2c(c1)c(CCN1C(=O)c3ccccc3C1=O)cn2C(=O)c1ccco1	0	0	10	-3	3	2	0.1	-4	6	-4
CCOC(=O)Cc1csc(SCc2cc(=O)oc3cc(O)ccc23)n1	-4	-1	12	-32	-2	-1	-0.9	-24	7	-39
COc1ccc(-n2c3c(c(=O)[nH]c2=O)C(NS(=O)(=O)c2ccc(Cl)cc2)(C(F)(F)F)C(=O)N3)cc1 (configuration not stated)	1	12	-15	-3	1	3	-0.2	0	4	-3
COc1ccccc1CC1(C)C(=O)Nc2ccc(S(=O)(=O)NC3CCCCC3)cc21 (configuration not stated)	-2	2	11	-22	14	-2	0.0	6	-6	1
C=CCn1c(SCC(=O)c2ccc(-c3ccccc3)cc2)nnc1-c1ccc(OC)cc1	·	-1	·	-35	-4	0	-0.9	-2	7	-1
CCOC(=O)C1=C(CN2CCOCC2)NC(=O)NC1c1cc(C)ccc1C (configuration not stated)	4	-2	1	6	-5	9	0.5	-3	5	0
CC1CN(C(=O)c2nn(C)cc2[N+](=O)[O-])CC(C)O1 (configuration not stated)	1	1	21	7	3	-8	0.5	-4	-2	0
O=C(CNC(=O)N1CC(=O)Nc2ccccc21)NCCc1ccc(Cl)cc1	-11	-1	0	8	-1	0	0.4	-3	5	-3
COc1cccc(CNC(=O)CCCSc2ccccc2)c1	-3	-2	7	-3	-1	10	-0.1	-2	1	-8
COC(=O)c1cc2c(c3c4cc(F)ccc4n(S(=O)(=O)c4ccc(C)cc4)c13)C(=O)N(Cc1ccccc1)C2	2	2	0	16	2	0	-0.5	-3	2	-9
CN(Cc1c(C(=O)N2CCc3ccccc3C2)nc2ccc(Cl)cn12)C(C1CC1)C1CC1	8	17	0	6	-5	6	-0.3	4	-3	1
O=C(c1cc2ccccc2o1)c1cccs1	11	-4	-1	4	7	1	-0.8	-2	4	-8
COc1ccccc1NCN1C(=O)CCC1=O	-2	0	1	2	-6	-15	0.2	0	1	1
Cc1nn(-c2ccccc2)cc1/C=N/O	3	-1	-8	5	0	3	0.4	4	5	1
Nc1cc(Nc2ccccc2)c2nonc2c1[N+](=O)[O-]	-7	-13	-5	0	6	-4	13*	11*	3	2
O=C(O)CSc1nnc(COc2cccc3cccnc23)n1-c1cccc(C(F)(F)F)c1	-1	-1	-3	0	1	3	0.5	-10	6	-11
CCSc1cc(C)nc2ncnn12	9	2	5	10	10	-4	0.8	13*	-1	14*
C[C@@H]1CN([C@@H](C)CO)C(=O)c2cc(Br)cnc2O[C@@H]1CN(C)C(=O)C1CCCCC1	-4	16	3	-4	-3	-1	0.5	2	2	1
CC(C)c1ccc(N(C(=O)CNC(=O)c2ccco2)C(C(=O)NC2CCCC2)c2ccncc2)cc1 (configuration not stated)	-12	0	-11	-5	-1	3	0.1	2	1	-4
NS(=O)(=O)c1cc(C(=O)OCC(=O)c2ccc3c(c2)OCCO3)ccc1Cl	2	0	-2	-6	-3	-2	-0.5	3	-7	-1
COc1ccc(-c2csc(N(Cc3ccccc3)C(=O)COc3ccc(Cl)cc3)n2)cc1	-4	1	-2	2	4	-4	0.3	1	-4	-2
CCC(C(=O)NC1CCCC1)n1c(-c2ccnc3ccccc23)nc2ccccc21 (configuration not stated)	-1	1	4	-1	1	1	0.0	-3	-1	-5
O=C(CNS(=O)(=O)c1cccs1)NCCc1ccc(Cl)cc1	11	-2	-6	-6	5	-14	-0.1	-2	0	-3
COc1ccc(CCn2c(=O)[nH]c3cc(C(=O)NCCCN4CCOCC4)ccc3c2=O)cc1OC	-1	1	10	-3	-1	1	-0.7	5	-1	-7
O=C(NCc1ccc2c(c1)OCO2)c1ccc(N2CCCC2=O)cc1	5	0	14	0	5	5	0.5	2	3	3
COC(=O)N/N=C/c1ccc(-c2cccc(Cl)c2)o1	0	1	5	7	-2	-7	1.0	-4	4	-3
COc1ccc(CN2CCN(C(=O)CCC(=O)Nc3nnc(C4CCCCC4)s3)CC2)cc1F	0	1	-2	-8	-3	-3	0.7	1	1	4
CC1(C)Oc2cc3oc(=O)ccc3c3c2C2C1CCC(C)(O3)C2O (configuration not stated)	3	-3	-5	2	0	-1	16*	i	-8	i
Cn1ncc(=S)[nH]c1=S	7	-1	-4	3	1	2	0.8	1	-3	3
Cc1nnc(SCC(=O)N(C)C2CCS(=O)(=O)C2)n1Cc1ccccc1 (configuration not stated)	2	3	6	12	0	0	-0.1	3	1	-4
CCOC(=O)c1c[nH]n2c(=O)cc(C)nc12	3	4	-6	6	3	2	0.0	4	-2	0
O=C(NNc1ccccn1)c1ccc(Cl)nc1	8	4	10	21*	-1	-1	0.3	2	-7	2
S=C(NC1CCCCC1)N1CCn2cccc2C1c1cccnc1 (configuration not stated)	-3	-2	2	-3	-2	3	0.6	-3	-5	-3
Cc1ccc(N=C2C(=O)Nc3ccccc32)cc1	-1	7	1	0	-4	-2	0.1	0	2	-3
Cc1ccc(C)c(NC(=O)CSc2nc3c(c(=O)n2C)SC(C)C3)c1 (configuration not stated)	2	2	0	6	3	5	0.1	0	-4	0
O=C(O)CCCCCNS(=O)(=O)c1cccc2nsnc12	0	-2	3	3	4	3	0.4	2	2	-1
CCN1CCN(C(=O)CS(=O)(=O)Cc2nc(-c3ccc(C)cc3)oc2C)CC1	-1	4	13	6	2	-5	0.1	0	3	-6
CC1CCN(C(=O)CSc2nc3c(c(=O)n2C)SC(C)C3)CC1 (configuration not stated)	9	6	2	2	2	2	-0.1	6	-9	0
COc1ccc(CCNc2nc(N3CCOCC3)nc(N3CCOCC3)n2)cc1OC	-6	2	7	9	0	1	-5.0	1	5	1

(next part)
SMILES	ARFGAP1 inh	UHRF1 binding	ASAP1 inh	sPLA2-III inh	Rev-erbA mod	DDE Tn6 FP inh	KLK7 zymogen act	PLC-gamma1 inh	DDE Tn7 FP inh	PLCb3 inh
CCCc1nnc(NC(=O)CCC(=O)NC2CCCc3ccccc32)s1 (configuration not stated)	11	1	0	2	-1	-3	0.0	-2	-4	0
O=C(COC(=O)c1ccccc1C(=O)c1ccc(Cl)cc1)NCC1CCCO1 (configuration not stated)	-10	-2	18	-4	-3	-3	0.5	-2	-2	2
CC(=O)N(C)c1nnc(-c2cnccn2)s1	7	2	5	1	-1	-5	2.4	-2	-1	-5
COc1ccccc1CNC(=O)CCn1c(=O)oc2ccccc21	-2	1	-3	2	-2	4	0.2	1	-5	1
CCc1ccc(C2CC(c3cccc(OC)c3)n3nc(N)nc3N2)cc1 (configuration not stated)	-1	-1	-2	6	-3	3	0.1	-2	2	1
COc1ccc(C(C(O)C(=O)c2c[nH]c3ccccc23)N2CCN(c3ccc(OC)cc3)CC2)cc1 (configuration not stated)	-1	-1	-7	-15	0	-1	-0.1	2	-4	0
Cc1nc2nc(COc3ccccc3)[nH]n2c(=O)c1C	-8	-1	2	-2	-2	4	0.2	1	-1	3
O=C(COC(=O)c1oc2ccccc2c1COc1ccccc1)NCCN1C(=O)CSC1=O	-6	-2	-16	-29	-4	-8	-0.1	3	5	-2
CCC(C(=O)O)N1C(=O)C2CCCCC2C1=O (configuration not stated)	11	2	-6	-2	-4	0	-0.1	4	3	-4
O=C(C[n+]1ccc2ccccc2c1)c1ccc(NC(=O)c2ccccc2)cc1	0	-2	7	-42	-3	-6	-0.1	-17	-4	-18
COc1ccc(CN2CCN(C(=O)c3ccco3)CC2)cc1OCc1ccccc1	5	0	-2	4	-3	1	0.3	1	8	0
COc1ccc(NS(=O)(=O)c2ccc(NC(=O)C(CCSC)NC(N)=O)cc2)cc1 (configuration not stated)	-4	3	-9	5	3	2	0.2	3	-1	-5

Screening data from PubChem.
